Source: PubChem (Broad Institute)
GASC1 inh = KDM4C (human) demethylase inhibition; Q9H3R0; AID 720574; 0.15% of 96,000 active; GST-KDM4C 2-372, H3K9me3 peptide, LANCE TR-FRET; inhibition, % at 12.5 µM;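 active = mean replicate inhibition above about 25%, with at least 55% of replicates also reaching it, limit read from the data, passing the limit was not always enough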
Target sequence (Q9H3R0 2-372 limits assumed): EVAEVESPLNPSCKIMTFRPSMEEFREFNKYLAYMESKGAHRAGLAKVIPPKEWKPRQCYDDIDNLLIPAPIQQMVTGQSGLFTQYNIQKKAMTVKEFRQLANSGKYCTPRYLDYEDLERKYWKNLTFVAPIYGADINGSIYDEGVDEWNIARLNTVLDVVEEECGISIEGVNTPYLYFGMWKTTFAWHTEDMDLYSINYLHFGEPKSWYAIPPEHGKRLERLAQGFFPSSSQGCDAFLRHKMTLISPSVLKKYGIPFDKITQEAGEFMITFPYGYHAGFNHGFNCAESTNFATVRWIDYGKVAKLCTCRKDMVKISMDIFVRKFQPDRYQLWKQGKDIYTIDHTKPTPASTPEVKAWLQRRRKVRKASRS
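material = GST-tagged GASC-1 (JMJD2C) catalytic fragment, aa 2-372 | amount = enzyme final amount 10 nM | medium = HEPES buffer, pH 7.5, plus ascorbate | also added = H3K9me3 peptide substrate, Fe(II), 2-oxoglutarate | dosing = single dose | times = 30 min demethylation and 1 h detection at room temperature | detection = LANCE TR-FRET | read-out basis = Fall in 671/618 emission ratio as inhibition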
Pf Dd2 inh = inhibitors of Plasmodium falciparum Dd2 growth. 2.3% of 94,000 active. P. falciparum Dd2 growth, SYBR Green, 72 h; active compounds read low. activity change, % at 10 µM; in the data active = activity change below about -80%
C diff growth = C. difficile growth inhibition; Clostridium difficile clinical isolate growth, OD600, 24 h; active compounds read low; growth activity, negative = inhibition, % at 16 µg/mL (by protocol); 0.25% of 86,000 active;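 active = mean growth activity at or below -80% and every replicate also at or below -80%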;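 note: 0% = DMSO wells and -100% = levofloxacin 16 µg/mL wells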
T cruzi growth = T. cruzi proliferation inhibition; inhibition, % at 8.34 µM; 5.9% of 77,000 active; T. cruzi beta-gal in NIH3T3, GalScreen luminescence, 90 h;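 active = mean inhibition above about 93%, with at least 55% of replicates each passing it, limit read from the data, passing the limit was not always enough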
Active calls of the source: *; / = no result given; & = joins results of further samples.

Molecule,GASC1 inh,T cruzi growth,C diff growth,Pf Dd2 inh
O=C(CC1CC1)N1CC(=O)N2[C@H](CO)[C@@H](c3ccc(C#Cc4cccc(F)c4)cc3)[C@@H]2C1,-0.8,/,8,-5
C[C@H]1CCCCO[C@H](CN(C)Cc2ccc(C(F)(F)F)cc2)[C@@H](C)CN([C@@H](C)CO)C(=O)c2cc(NC(=O)CCCN(C)C)ccc2O1,3.9,61,0,-86*
COc1ccc(NC(=O)N(C)C[C@@H]2Oc3c(NC(=O)NC4CCCCC4)cccc3C(=O)N([C@H](C)CO)C[C@@H]2C)cc1,0.0,67,-2,-15
CO[C@@H](CN(C)C(=O)c1ccc2c(c1)OCO2)[C@H](C)CN([C@@H](C)CO)S(=O)(=O)c1ccc(Cl)cc1,1.2,43,/,19
COc1ccccc1-c1ccc([C@@H]2[C@@H](CO)N(C(=O)CN(C)C)[C@H]2C#N)cc1,-1.5,13,5,3
COc1ccc(NC(=O)N(C)C[C@H]2Oc3ncc(Br)cc3C(=O)N([C@H](C)CO)C[C@@H]2C)cc1,0.0,37,1,-45
O=C(C1CCCC1)N1CC2(C1)[C@H](c1ccccc1)[C@H](CO)N2C(=O)NC1CCCC1,-2.5,/,7,-1
C[C@@H]1CN([C@H](C)CO)C(=O)c2cc(-c3cccnc3)cnc2O[C@@H]1CN(C)C(=O)Nc1ccccc1,-1.4,-43,-4,34
Cc1cccc(CN(C)C[C@@H]2Oc3ncc(-c4cccc(F)c4)cc3C(=O)N([C@H](C)CO)C[C@@H]2C)c1,-0.8,33,22,-21
CCCN(C)C[C@H]1OCCCC[C@H](C)Oc2ccc(NC(=O)CCC(F)(F)F)cc2C(=O)N([C@H](C)CO)C[C@H]1C,0.8,49,2,-17
C[C@@H]1CCCCO[C@H](CN(C)S(=O)(=O)c2ccc(Cl)cc2)[C@@H](C)CN([C@H](C)CO)C(=O)c2cc(NC(=O)Nc3ccc(F)cc3)ccc2O1,-1.3,17,-3,-45
C[C@@H]1CCCCO[C@H](CN(C)S(=O)(=O)c2ccc(F)cc2)[C@H](C)CN([C@@H](C)CO)C(=O)c2cc(NC(=O)Cc3ccccc3)ccc2O1,-1.4,81,-14,-66
C[C@@H]1CN([C@H](C)CO)C(=O)c2cc(C3=CCCCC3)cnc2O[C@@H]1CN(C)C(=O)c1ccncc1,1.0,35,13,31
CCS(=O)(=O)N1CC2(CN(Cc3ccc(F)cc3)[C@H](CO)c3c2c2ccc(OC)cc2n3C)C1,-2.1,/,8,-55
CNC[C@@H]1Oc2c(NS(=O)(=O)c3ccc(Cl)cc3)cccc2C(=O)N([C@H](C)CO)C[C@H]1C,1.3,/,-1,16
CCCC#Cc1cnc2c(c1)C(=O)N([C@@H](C)CO)C[C@@H](C)[C@@H](CN(C)C(=O)Nc1ccccc1F)O2,5.7,42,7,-19
C[C@H]1CCCCO[C@@H](CN(C)C(=O)CCC(F)(F)F)[C@@H](C)CN([C@@H](C)CO)C(=O)c2cc(NC(=O)c3ccccc3)ccc2O1,2.3,-2,-4,-71
C[C@H]1CN([C@@H](C)CO)C(=O)c2cccc(NC(=O)c3ccc(-c4nccs4)cc3)c2O[C@@H]1CN(C)Cc1ccc(C(F)(F)F)cc1,-2.4,109*,/,-71
CN(C[C@H]1N[C@@H](CO)[C@H]1c1ccc(-c2ccc(F)cc2)cc1)C(=O)C1CCC1,2.7,21,2,4
C[C@H](CO)N1C[C@H](C)[C@H](CN(C)S(C)(=O)=O)Oc2ccc(NC(=O)NC3CCCCC3)cc2C1=O,3.0,/,-2,7
O=C(C[C@H]1C=C[C@H](NC(=O)Nc2ccc3c(c2)OCO3)[C@H](CO)O1)NCc1ccccc1,0.4,-57,4,1
Cc1noc(C)c1S(=O)(=O)Nc1ccc2c(c1)C(=O)N([C@@H](C)CO)C[C@@H](C)[C@H](CN(C)Cc1ccncc1)OCCCC[C@H](C)O2,1.4,23,-3,7
Cc1cc(C(=O)Nc2cccc3c2O[C@H](CN(C)Cc2ccncc2)[C@@H](C)CN([C@H](C)CO)C3=O)n(C)n1,-1.2,3,-2,15
Cc1ccc(S(=O)(=O)N[C@H]2CC[C@@H](CC(=O)N3CCc4ccccc4C3)O[C@@H]2CO)cc1,1.0,-74,/,6
CCCC#Cc1ccc([C@H]2[C@@H](CO)N(C(C)=O)[C@@H]2CNC(=O)C2CC2)cc1,2.1,/,4,-26
CC(C)C#Cc1cnc2c(c1)C(=O)N([C@H](C)CO)C[C@H](C)[C@H](CN(C)Cc1ccccn1)O2,-1.3,37,-16,4
CO[C@@H]1CN(C)C(=O)c2cc(NS(C)(=O)=O)ccc2OC[C@H](C)N(Cc2ccccn2)C[C@H]1C,-0.8,5,/,/
Cc1noc(C)c1NC(=O)N(C)C[C@H]1Oc2ccc(NC(=O)Nc3ccc4c(c3)OCO4)cc2CC(=O)N([C@H](C)CO)C[C@@H]1C,1.6,14,-2,17
Cc1noc(C)c1S(=O)(=O)N(C)C[C@@H]1OCCCC[C@H](C)Oc2ccc(NC(=O)NC3CCCCC3)cc2C(=O)N([C@@H](C)CO)C[C@H]1C,0.4,10,4,-39
N#C[C@@H]1[C@H](c2ccc(C3=CCCC3)cc2)[C@H](CO)N1S(=O)(=O)c1ccccc1,-3.4,57,8,-26

Reformatted: two of the compounds above
Results follow in this order: GASC1 inh | T cruzi growth | C diff growth | Pf Dd2 inh
> CNC[C@@H]1Oc2c(NS(=O)(=O)c3ccc(Cl)cc3)cccc2C(=O)N([C@H](C)CO)C[C@H]1C
    1.3 | / | -1 | 16
> CCCC#Cc1cnc2c(c1)C(=O)N([C@@H](C)CO)C[C@@H](C)[C@@H](CN(C)C(=O)Nc1ccccc1F)O2
    5.7 | 42 | 7 | -19

Later entries
Molecule,GASC1 inh,T cruzi growth,C diff growth,Pf Dd2 inh
C[C@@H]1CN([C@H](C)CO)C(=O)Cc2cc(NC(=O)CCCCCC(=O)Nc3ccccc3N)ccc2O[C@@H]1CN(C)S(=O)(=O)c1cccs1,4.2,25,4,-54
CCCNC(=O)N(C)C[C@H]1Oc2cc(Br)ccc2S(=O)(=O)N([C@@H](C)CO)C[C@@H]1C,-1.5,16&17,4&7,31&14
CCCC#Cc1ccc([C@@H]2[C@H](C#N)N(C(=O)CN3CCOCC3)[C@H]2CO)cc1,-0.6,99*,4,18
CNC[C@@H]1Oc2c(NC(=O)NC(C)C)cccc2C(=O)N([C@H](C)CO)C[C@@H]1C,0.1,-2,5,21
C[C@@H]1CN([C@@H](C)CO)S(=O)(=O)c2ccc(-c3cncnc3)cc2O[C@@H]1CN(C)C(=O)C1CC1,2.7,21,11,35
CO[C@H]1CN(C)C(=O)c2ccc(NC(=O)C3CCCCC3)cc2OC[C@@H](C)N(Cc2cccnc2)C[C@H]1C,1.5,48,4,-17
CN1c2ccc(Br)cc2[C@@H]2[C@@H](CCN2S(=O)(=O)c2ccccc2)[C@H]1CO,2.1,90,-3,5
COc1ccc(S(=O)(=O)N(C)C[C@H]2Oc3ccc(NS(=O)(=O)c4ccccc4)cc3C(=O)N([C@H](C)CO)C[C@@H]2C)cc1,1.7,/,-10,-7
O=C(C[C@@H]1C=C[C@H](NC(=O)c2cccc(F)c2)[C@@H](CO)O1)NCCN1CCCC1,-1.1,/,-3,4
CN(C)C(=O)C[C@@H]1CC[C@@H]2[C@H](COc3ccc(NC(=O)C4CCCCC4)cc3C(=O)N2C)O1,-1.0,9,3,10
CCCN(C)C[C@H]1OCCCC[C@H](C)Oc2ccc(NS(=O)(=O)c3ccc(C)cc3)cc2C(=O)N([C@H](C)CO)C[C@H]1C,1.9,81,8,-86*
C[C@@H](O)C#Cc1cnc2c(c1)C(=O)N([C@@H](C)CO)C[C@H](C)[C@H](CN(C)C(=O)CC1CC1)O2,-2.5,0,1,/
CO[C@H]1CC[C@H]2CCOc3ccc(C#N)cc3C(=O)N(C)C[C@@H](OC)[C@@H](C)C(=O)N(C)C[C@H]1O2,-1.7,10,5,/
O=C(C1CCCC1)N1CCCCN2[C@H](CO)[C@H](c3ccc(C#CC4(O)CCCC4)cc3)[C@@H]2C1,/,103*,-11,6
C[C@H]1CN([C@@H](C)CO)C(=O)Cc2cc(NC(=O)NC3CCCCC3)ccc2O[C@H]1CN(C)C(=O)NC1CCCCC1,-1.0,42,-2,4
COc1ccc(NC(=O)Nc2cccc3c2O[C@@H](CN(C)C(=O)Nc2ccc(C(F)(F)F)cc2)[C@H](C)CN([C@@H](C)CO)C3=O)cc1,-1.3,12,-13,-2
C[C@H](CO)N1C[C@H](C)[C@@H](CN(C)C(=O)Nc2cccc3ccccc23)Oc2c(NS(C)(=O)=O)cccc2C1=O,0.4,82,0,-26
O=C(CC1CC1)N1CC2(C1)[C@H](c1ccccc1)[C@H](CO)N2C(=O)C1CCOCC1,-0.6,/,-6,4
COc1ccc(NC(=O)N(C)C[C@H]2Oc3ncc(C#C[C@H](C)O)cc3C(=O)N([C@H](C)CO)C[C@H]2C)cc1,-0.6,56,4,-4
CC(=O)N1[C@@H]2c3ccc(-c4ccccc4F)c(=O)n3C[C@H]1[C@H](CO)[C@H]2C(=O)N1CCOCC1,-0.8,52,3,-2
CCCC(=O)Nc1ccc2c(c1)OC[C@@H](C)N(C(=O)c1ccccn1)C[C@H](C)[C@H](OC)CN(C)C2=O,-0.7,32,/,7
C/C=C/c1ccc2c(c1)O[C@H](CN(C)C(=O)c1ccc(F)cc1)[C@H](C)CN([C@@H](C)CO)S2(=O)=O,-0.6,58,-1,-8
Cc1noc(C)c1S(=O)(=O)Nc1ccc2c(c1)C(=O)N([C@H](C)CO)C[C@@H](C)[C@H](CN(C)C(=O)Nc1ccccc1)O2,-5.2,36,-4,5
C[C@H]1CN([C@@H](C)CO)C(=O)c2cc(NC(=O)Nc3ccc(F)cc3)ccc2O[C@@H]1CN(C)C(=O)NC1CCCCC1,-0.3,-19,6,-1
C/C=C/c1ccc([C@H]2[C@@H](CO)N(C(=O)CN(C)C)[C@@H]2CNC(=O)CC)cc1,-0.1,/,1,14
CCCNC(=O)N1[C@H](C#N)[C@@H](c2ccc(C3=CCCC3)cc2)[C@H]1CO,-0.1,-29,2,27
CCCNC(=O)N(C)C[C@@H]1Oc2ncc(C#C[C@H](C)O)cc2C(=O)N([C@H](C)CO)C[C@H]1C,0.5,-1,-3,35
COc1cccc(S(=O)(=O)N(C)C[C@@H]2Oc3cc(C4=CCCC4)ccc3S(=O)(=O)N([C@@H](C)CO)C[C@@H]2C)c1,-3.5,-76,7,-51
CCC(=O)N1[C@@H]2c3ccc(-c4ccccc4F)c(=O)n3C[C@H]1[C@H](CO)[C@H]2C(=O)NC1CCC1,-0.3,43,-1,11
COc1ccc(NC(=O)Nc2cccc3c2O[C@H](CN(C)C(=O)Nc2ccc4c(c2)OCO4)[C@@H](C)CN([C@H](C)CO)C3=O)cc1,1.9,19,/,17
CO[C@H]1CN(C)C(=O)c2ccc(NC(=O)Nc3cc(F)ccc3F)cc2OC[C@H](C)N(C(=O)c2cnccn2)C[C@@H]1C,-1.2,16,/,-16
O=C(C[C@H]1CC[C@H]2[C@@H](COC[C@@H](O)CN2C(=O)c2ccc3c(c2)OCO3)O1)NCCN1CCCCC1,1.2,44,9&-2,16
C[C@H]1CN([C@@H](C)CO)C(=O)c2cccc(NC(=O)Nc3cccc4ccccc34)c2O[C@@H]1CN(C)S(=O)(=O)c1ccc(Cl)cc1,-4.3,87,-9,-10
CCCNC(=O)C[C@@H]1CC[C@H]2[C@@H](COC[C@@H](O)CN2C(=O)c2cccnc2)O1,-1.6,-55,-5&-5,1
CO[C@H]1CN(C)C(=O)c2cc(NS(=O)(=O)CC(F)(F)F)ccc2OC[C@@H](C)N(CCC(F)(F)F)C[C@@H]1C,0.0,14,/,12
Cc1ccccc1-c1cnc2c(c1)C(=O)N([C@H](C)CO)C[C@H](C)[C@@H](CN(C)Cc1cncnc1)O2,1.1,/,-1,22
O=C(C[C@@H]1CC[C@@H](NS(=O)(=O)c2ccc(F)cc2)[C@H](CO)O1)N1CCc2ccccc2C1,-0.4,104*,0,14
CC(=O)N1[C@H](CN(C(=O)c2ccc(F)cc2)C(C)C)[C@@H](c2ccccc2)[C@@H]1CO,-0.7,-20,-6,13

3 entries drawn at random from those above, as already listed:
Molecule,GASC1 inh,T cruzi growth,C diff growth,Pf Dd2 inh
O=C(C[C@@H]1CC[C@@H](NS(=O)(=O)c2ccc(F)cc2)[C@H](CO)O1)N1CCc2ccccc2C1,-0.4,104*,0,14
O=C(C[C@H]1CC[C@H]2[C@@H](COC[C@@H](O)CN2C(=O)c2ccc3c(c2)OCO3)O1)NCCN1CCCCC1,1.2,44,9&-2,16
CO[C@H]1CN(C)C(=O)c2ccc(NC(=O)Nc3cc(F)ccc3F)cc2OC[C@H](C)N(C(=O)c2cnccn2)C[C@@H]1C,-1.2,16,/,-16
